# High-throughput results (PubChem)
# Growth percent in the NCI-60 one-dose screen (48 h, 10 µM unless noted): 100 = growth as untreated, 0 = no growth, -100 = all killed.
# MDA-MB-468 – MDA-MB-468 breast cancer. 78,000 compounds, 8.5% hits. AID 2202374
# RPMI-8226 – RPMI-8226 leukemia cells; 77,000 compounds, 7.5% hits; AID 1794781
# K-562 – K-562 leukemia | 78,000 compounds, 7.4% hits | AID 1794777
# CCRF-CEM – CCRF-CEM leukemia | 77,000 compounds, 7% hits | AID 1794778
# MOLT-4 – MOLT-4 leukemia cells; 80,000 compounds, 6.9% hits
# SR – SR leukemia cells. 73,000 compounds, 8.7% hits
# MDA-MB-231 – MDA-MB-231 breast cancer; 81,000 compounds, 5% hits
# MCF7 – MCF7 breast cancer. 82,000 compounds, 6.3% hits
# * hit, by the source's call; . = not tested or not shown; & = joins results of further samples; ! = a repeat was not active. Rule for the calls: active = growth percent below 10; inactive = the rest.
Structure	MDA-MB-468	RPMI-8226	K-562	CCRF-CEM	MOLT-4	SR	MDA-MB-231	MCF7
COc1ccc(-c2cn[nH]c2-c2cc(OC)c(OC)c(OC)c2)cc1N	-29*	24&29	11&11	21&22	23&16	20&12	15&23	16&22
COc1ccc(C(O)c2cc3c(N)c(C(=O)Nc4cccc(Br)c4)sc3nc2C)cc1 (configuration not stated)	20	11	9.6*	14	16	8.7*	2.6*	9.9*
COC(=O)C1=NN(c2ccccc2)C2N1c1ccccc1N1C(C(=O)OC)=NN(c3ccccc3)C21C (configuration not stated)	94	89	132	95	91	91	87	126
O=C1CCN(c2ccc(-c3ccco3)cc2)N1c1ccc(-c2ccco2)cc1	97	98	97	99	91	87	71	96
O=C(CCCCCCCC(=O)N1CCCCCC1)N1CCCCCC1	98&94	103	92&118	123	92&115	83&117	103&90	93&98
N#CCCNC(=O)c1ccccc1	.	107	92	94	92	83	.	95
COc1ccccc1-c1nc2cc(C(=O)Nc3ccccc3)ccc2n1C1CCCCC1	115	117	88	100	87	83	100	97
CC(=O)CC(=O)Nc1ccc(C)cc1C	.	101	105	.	91	81	110	114
COc1ccc(/C=C(/C2=NCCN2)n2cnc3ccccc32)cc1	102	101	86	107	100	95	99	91
O=C(CI)NC(=O)NC(=O)NCCc1ccc(O)cc1	125	.	93	81	88	95	.	94
Oc1ccc(O)cc1	97	68	98	63	79	.	109	.
CN(C)CC(=O)Nc1ccc(-n2cc(-c3ccncc3)c(-c3ccc(Cl)c(O)c3)n2)cc1	96	108	94	111	89	86	90	95
CN(C)c1ccc(/C=C2\Cc3cc4c(cc3C2=O)OCO4)cc1	55	74	93	95	67	86	99	59
CCCn1nc(C(=O)N2CCCCC2)c2c1CCC(N1CCC(c3ccncc3)CC1)C2 (configuration not stated)	104	105	101	101	108	123	118	100
C=CCn1cc(-c2nc3ccccc3s2)c2cc(-c3ccc4c5c(cccc35)C(=O)N(CCN)C4=O)ccc21	102	109	101	110	100	96	94	86
Cc1c(Cl)cccc1NCN1C(=O)c2ccccc2C1=O	98	105	109	105	116	.	121	98
Cc1[nH]c(C(=O)Nc2cccc(OC3CCNCC3)c2)c(Cl)c1Cl	41	43	0.1*	55	42	14	51	47
CSc1cc(C)[o+]c(C)c1	109&103	102&107	102&116	98&102	101&104	98&113	87&99	120&91
CC(C)OC(=O)Oc1cccs1	.	99	102	101	106	96	117	97
O=c1sn(CCCl)c(=O)n1Cc1ccccc1	115	106	77	77	56	76	112	96

# Record cards, from the list above:
# `N#CCCNC(=O)c1ccccc1` is entered as MDA-MB-468: .; RPMI-8226: 107; K-562: 92; CCRF-CEM: 94; MOLT-4: 92; SR: 83; MDA-MB-231: .; MCF7: 95
# `CC(=O)CC(=O)Nc1ccc(C)cc1C` is entered as MDA-MB-468: .; RPMI-8226: 101; K-562: 105; CCRF-CEM: .; MOLT-4: 91; SR: 81; MDA-MB-231: 110; MCF7: 114

# The list continues.
Structure	MDA-MB-468	RPMI-8226	K-562	CCRF-CEM	MOLT-4	SR	MDA-MB-231	MCF7
NS(=O)(=O)c1ccc(NC(=O)Nc2nnc(-c3ccc(Cl)cc3)s2)cc1	90	124	104	110	126	134	116	101
COc1cc(Cn2cc(C(=O)Nc3cccnc3Nc3ccccc3)nn2)cc(OC)c1OC	89	104	113	106	109	104	106	93
NC1=CCNN1	105	102	123	95	114	.	99	102
O=C(Nc1ccc(Cl)cn1)c1cccc(N2C(=O)/C(=C/c3cccc(F)c3)SC2=S)c1	.	99	85	103	112	115	102	93
S=c1cc(-c2ccccc2)[nH]c2ccccc12	106	107	112	108	112	103	98	97
Cc1cc(N2CCOCC2)nc(-n2cnc3c(N)nc(N)nc32)n1	87	109	107	107	100	101	91	85
CCN(c1cc(-c2ccc(CN3CCN(C(=O)CCCCCCCCCC(=O)N[C@H](C(=O)N4C[C@H](O)C[C@H]4C(=O)NCc4ccc(-c5scnc5C)cc4)C(C)(C)C)CC3)cc2)cc(C(=O)NCc2c(C)cc(C)[nH]c2=O)c1C)C1CCOCC1	13	61	90	71	69	86	72	57
Cc1ccc(N(C(=O)CCc2c[nH]c3ccccc23)[C@H](C(=O)Nc2ccc(Cl)cc2)c2cccc([N+](=O)[O-])c2)cc1	91	.	38	.	71	73	75	90
C/C(N)=N/S(=O)(=O)c1ccc(N)cc1	93	99	98	100	107	112	106	98
Fc1ccc(Nc2nc(Nc3ccc(-c4nc5ccccc5[nH]4)cc3)nc(N3CCCC3)n2)cc1	84	-12*	-39*	5.4*	48	11	62	33
O=C(Nc1cccc(Cl)c1)OCCOCCOC(=O)Nc1cccc(Cl)c1	88	69	84	63	64	.	79	93
Cc1ccc2ccccc2c1Nc1ccc(Nc2c(C)ccc3ccccc23)c2c1C(=O)c1ccccc1C2=O	117	97	80	79	90	87	111	100
C=CCOC(=O)C1=C(C)NC2=C(C(=O)CC(C)(C)C2)C1CCC (configuration not stated)	103	96	92	101	94	102	90	90
CCCCCC(N)=O	101	.	110	97	112	102	110	92
O=S(=O)(O)c1ccc(N=NN2CN(N=Nc3ccc(S(=O)(=O)O)cc3)C3CCCCCC2N3N=Nc2ccc(S(=O)(=O)O)cc2)cc1	102	131	115	123	111	107	102	98
COc1cc(CNC(=O)CCCC/C=C/C(C)C)ccc1OCc1cn(-c2ccc([N+](=O)[O-])cc2)nn1	77	62	75	85	79	62	75	83
CN1CCN(c2ccc(NC(=O)c3cncnc3Nc3ccc(OCc4cccc(F)c4)c(Cl)c3)cc2)CC1	72	70	1.9*	16	6.7*	15	-13*	13
C=CCO[C@H]1CO[C@H]2[C@@H]1OC[C@@H]2Oc1ccc(Nc2ccnc(Nc3ccc(O[C@H]4CO[C@H]5[C@@H]4OC[C@@H]5OCC=C)c(Cl)c3)n2)cc1Cl	-84*	-33*	-32*	-9.7*	-39*	-1.7*	-93*	-71*
CC(C)C1NC2=C(CCCC2)C(C#N)(C#N)C1(C#N)C#N (configuration not stated)	69	87	.	78	94	.	88	67
Cc1cc2n(n1)C(C(C)C)C(C(=O)c1cc(F)ccc1O)=CN2 (configuration not stated)	88	79	104	84	95	90	105	88

# Some of the entries so far, with values under each structure.
# Order of values: MDA-MB-468	RPMI-8226	K-562	CCRF-CEM	MOLT-4	SR	MDA-MB-231	MCF7
C=CCn1cc(-c2nc3ccccc3s2)c2cc(-c3ccc4c5c(cccc35)C(=O)N(CCN)C4=O)ccc21
  102	109	101	110	100	96	94	86
Oc1ccc(O)cc1
  97	68	98	63	79	.	109	.
COc1ccc(C(O)c2cc3c(N)c(C(=O)Nc4cccc(Br)c4)sc3nc2C)cc1 (configuration not stated)
  20	11	9.6*	14	16	8.7*	2.6*	9.9*
COC(=O)C1=NN(c2ccccc2)C2N1c1ccccc1N1C(C(=O)OC)=NN(c3ccccc3)C21C (configuration not stated)
  94	89	132	95	91	91	87	126

# Next records:
Structure	MDA-MB-468	RPMI-8226	K-562	CCRF-CEM	MOLT-4	SR	MDA-MB-231	MCF7
CC(C)c1ccc(S(=O)(=O)NC(=O)NC2CCCC2)cc1	96	105	103	98	95	96	102	93
C=C1CCC2C3(C)COC(c4ccc(OC)cc4Br)OC3CCC2(C)C1/C=C/C1=CCOC1=O (configuration not stated)	54	7.5*	31	.	56	.	79	61
Cc1cc(O)cc(C)c1N=O	97	109	119	103	129	133	119	106
CC1=C(C(=O)c2ccccc2)C(c2ccc3c(c2)OCO3)NC(=S)N1 (configuration not stated)	54	44	25	41	37	6.3*	79	22
BrC1[C@H](c2c[nH]c3ccccc23)c2c([nH]c3ccccc23)[C@H]1c1c[nH]c2ccccc12 (some centres not stated)	103	67	59	70	51	63	64	63
COc1ccc(OC)c(/C=C/[C@H]2O[C@@H](C)[C@H](O)[C@@H]2O)c1	114	95	93	98	93	.	98	101
COc1ccc2c(c1)C=C1COCC3=Cc4cc(OC)ccc4OC13O2	102	104	92	95	101	100	109	96
COc1ccc(-c2oc(=O)n(C)c2-c2ccc(OC)cc2)cc1	91	91	93	.	97	77	86	97
CC(COC(=O)C(c1ccccc1)C1C=CCCC1)N1CCCC1 (configuration not stated)	113	92	84	94	88	86	94	106
O=C(CC1(O)C(=O)Nc2c(Cl)cc(Cl)cc21)c1cccc([N+](=O)[O-])c1 (configuration not stated)	82	103	100	109	87	68	95	65
O=C(Nc1ccccc1O)Nc1ccccc1O	105	99	93	95	104	94	101	88
O=[N+]([O-])O[C@@H]1CO[C@H]2[C@@H]1OC[C@@H]2O	103	137	112	139	110	.	120	.
Cc1onc2c(=O)[nH]nc(-c3ccccc3)c12	106	103	107	100	120	107	110	94
O=C(O)/C(=C\c1ccccc1Cl)c1ccccc1	102	100	108	.	105	.	95	98
COc1ccc(-c2nc(SCCC(C)C)nc(N3CCN(C)CC3)c2C#N)cc1	97	79	76	67	77	69	76	87
CC1(C)OCC(N)(CO)CO1	116	117	100	105	95	85	90	81
O=c1[nH][nH]c2c(N=Cc3ccccc3O)ccc(F)c12	93	99	134	139	136	141	100	94
CCC(=O)OC1=CN2C(=NC(c3ccc(N)cc3)=CC2c2cc(OC)c(OC)c(OC)c2)S1 (configuration not stated)	26	18	6.1*	9.0*	40	.	67	17
c1nc(N2CCCCC2)c2cc[nH]c2n1	113	93	92	103	81	82	93	102
COc1ccc(C(C)=O)cc1S(=O)(=O)Nc1c(N)ncnc1N	102	101	91	93	93	96	104	98
O=C(/C=C/c1ccncc1)N1CCc2ccc([N+](=O)[O-])cc2C1	106	107	91	105	104	88	93	84
CN(C)Cc1ccccc1	107	108	115	87	104	102	91	101
CC(=O)Nc1ccc2c(c1)Cc1cc(N3C(=O)C=CC3=O)ccc1-2	79	110	.	48	82	118	98	108
CC(=O)c1nc2ccccc2n1CCn1cnc2c(N)ncnc21	113	96	94	119	92	87	90	79
Cc1ccccc1N/C=C/C(=O)c1ccc2c(c1)Nc1ccccc1S2	66	70	57	65	62	66	86	62
Cc1cc2c(c(=O)o1)C1(C)CC(C)(O2)c2c(cc(C)oc2=O)O1	100	101	103	76	112	.	.	97
O=C1c2ccccc2C(=O)c2c1ccc(C(Br)Br)c2[N+](=O)[O-]	-66*	-7.3*	-7.7*	-43*	-46*	-32*	-21*	-40*
O=c1cc(OCCCCSC(=S)N2CCOCC2)c2ccccc2o1	91	97	91	91	95	84	96	91
C=C1C(=O)O[C@H]2[C@H]1CC/C(COC(=O)c1cc3cc(F)ccc3[nH]1)=C\CC[C@@]1(C)O[C@@H]21	-63*	-33*	0.0*	-32*	-16*	-5.7*	-70*	-62*
CC(=O)OC(C(=O)Nc1ncccn1)c1ccccc1 (configuration not stated)	113	105	98	108	104	94	107	102
CN(C)/C(N)=N/N=C(\c1ccccc1)c1ccccn1	96	92	97	81	91	85	88	105
COc1cc(/C=C\C(=O)OC/C=C/c2ccc3c(c2)OCO3)cc(OC)c1OC	108	101	101	93	87	96	104	95
COc1ccc(/C(=N/O)c2cc(OC)c(OC)c(OC)c2)c(OC)c1N	28	32	15	22	28	.	55	21
O=C(CCCCn1ccc(=O)[nH]c1=O)Nc1ccc(O)c(C(=O)O)c1	97	102	111	.	110	106	88	101
O=[N+]([O-])c1ccc2[nH]cc([C@@]3(O)c4ccccc4-c4c3c3c5cc([N+](=O)[O-])ccc5[nH]c3c3c4[nH]c4ccc([N+](=O)[O-])cc43)c2c1	63	103	63	48	30	13	35	66
CC(=O)CCn1[nH]c(=O)c2ccccc2c1=O	101	110	100	113	99	93	103	98
COC1CC(N)C(O)C(C)O1 (configuration not stated)	91	104	98	98	100	100	106	97
Sc1ccc2ccccc2c1CNC1CCCCC1	174	91	140	82	97	102	94	102
CCOC(=O)c1csc(NC(=O)C(C)Sc2nc3sc4c(c3c(=O)n2-c2ccc(Cl)cc2)CCCC4)n1 (configuration not stated)	136	87	83	98	71	66	78	73
O=C(CCCCCCCNC(=O)c1cc(=O)c(O)co1)Nc1ccccc1	106	99	93	90	109	111	102	96
Nc1cc2ccccc2cc1C(=O)O	107	145	107	114	113	.	90	93
Cc1ccc(/C=N/NC(=O)N2CCN(c3cc4c(cc3F)c(=O)c(C(=O)O)cn4C3CC3)CC2)cc1	108	107	97	98	82	103	98	91
C/C=C/c1cc2c(c(=O)o1)C(=O)[C@@H](O)[C@H](C)O2	.	-46*	-5.0*	-18*	44	12	90	26
COc1ccc(Cl)cc1[N+](=O)[O-]	98	78	108	69	82	90	111	87
O=c1c2ccccc2nc(COc2ccccc2)n1/N=C/c1ccc(F)cc1	78	72	70	86	73	78	88	80
Cc1cn(C2CC(OS(C)(=O)=O)C(COC(c3ccccc3)(c3ccccc3)c3ccccc3)O2)c(=O)[nH]c1=O (configuration not stated)	.	96	92	88	97	106	79	96
CC(C)Cc1ccc(C(C)C(=O)NCc2ccc(Cn3c(=O)sn(CCCI)c3=O)cc2)cc1 (configuration not stated)	-92*!	-20*!	3.5*	2.6*!	-3.7*!	2.8*!	-62*!	-61*!
Oc1ccc(-c2nnc3c4cc[nH]c4ncn23)cc1	102	97	101	98	94	84	107	84
COc1cc(-c2nnc(-c3cccnc3)o2)cc(OC)c1OC	94	96	.	95	.	.	96	93
Cc1ccc(Sc2nnc(/N=C3\C(=O)Nc4ccc(C)cc43)s2)cc1	99	85	44	77	87	97	94	92
NS(=O)(=O)c1ccc(CCNC(=O)CSc2ccc(-c3ccc4ccccc4c3)nn2)cc1	53	60	64	70	74	72	101	.
